EBNA-1 inh: blocks EBNA-1 binding to DNA; 300,000 compounds, 0.34% hits; inhibition, % at 14.8 µM; AID 1950; EBNA-1 DNA binding, fluorescence polarization; in the data active = inhibition above about 28%
PAFAH2 inh: inhibitors of human PAFAH2. inhibition, % at 3.39 µM. recombinant PAFAH2, FP-rhodamine activity probe, fluorescence polarization. 340,000 compounds, 0.99% hits. Q99487;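 active = inhibition above the mean over all tested compounds plus 3 SD, cut at about 30% in these data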;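 note: inhibitors block probe labeling of enzyme so polarization drops; 0% = enzyme with DMSO and 100% = wells lacking PAFAH2 protein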
PAFAH1B3 FP inh: PAFAH1B3 (human) inhibition. Q15102. recombinant PAFAH1B3, FP-rhodamine probe, fluorescence polarization. inhibition, % at 3.39 µM. 340,000 compounds, 0.28% hits. AID 492972;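 active = inhibition above the screen-wide average of all tested compounds plus 3 SD, cut at about 25% in these data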;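 note: 0% = enzyme with DMSO only and 100% = wells lacking PAFAH1B3 protein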
Target sequence (Q15102 whole entry, looked up): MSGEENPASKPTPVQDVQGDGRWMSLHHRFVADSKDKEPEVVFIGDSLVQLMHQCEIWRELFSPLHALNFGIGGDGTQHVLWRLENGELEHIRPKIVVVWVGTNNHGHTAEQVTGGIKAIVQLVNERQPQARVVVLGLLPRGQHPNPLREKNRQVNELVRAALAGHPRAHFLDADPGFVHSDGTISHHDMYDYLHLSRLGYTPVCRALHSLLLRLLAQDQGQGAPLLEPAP
PREPL inh: inhibits the human prolyl oligopeptidase-like enzyme | Q4J6C6 | recombinant PREPL, fluorescence polarization activity-based probe | inhibition, % at 5.96 µM | 320,000 compounds, 0.68% hits | AID 2751; in the data active = inhibition above about 43%;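 note: 0% = enzyme with DMSO and 100% = wells lacking enzyme; many of its hits are not listed in these tables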
LYPLA1 inh: LYPLA1 (human) inhibition in PME1 counter-screen. O75608. recombinant LYPLA1, FP-Rh probe fluorescence polarization. inhibition, % at 5.9 µM. 320,000 compounds, 0.16% hits;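 active = inhibition above the mean of all tested compounds plus 3 SD, set per campaign, cut at about 14% in these data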;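 note: inhibitors block serine hydrolase probe labeling of LYPLA1 so polarization falls; 0% = enzyme with DMSO and 100% = wells lacking LYPLA1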
Target sequence (O75608 whole entry, looked up): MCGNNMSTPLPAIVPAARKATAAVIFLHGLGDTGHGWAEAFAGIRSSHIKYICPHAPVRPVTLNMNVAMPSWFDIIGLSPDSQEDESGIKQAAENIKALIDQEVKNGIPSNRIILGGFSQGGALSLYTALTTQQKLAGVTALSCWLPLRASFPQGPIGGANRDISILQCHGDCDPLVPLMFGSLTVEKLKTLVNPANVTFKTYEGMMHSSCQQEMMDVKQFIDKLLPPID
GSTO1 inh: blocks human GSTO1 in RBBP9 counter-screen | 300,000 compounds, 1.1% hits | recombinant GSTO1, activity-based probe fluorescence polarization | P78417 | inhibition, % at 5.96 µM;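 active = inhibition above the campaign mean inhibition plus 3 SD, cut at about 35% in these data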;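 note: 0% = GSTO1-1 with DMSO and 100% = wells lacking GSTO1-1 enzyme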
PAD4 FP inh: blocks human protein arginine deiminase 4. recombinant PAD4, RCA probe fluorescence polarization. inhibition, % at 6.36 µM. 330,000 compounds, 0.41% hits. AID 485272;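 active = percent inhibition above a cutoff equal to the mean of all tested compounds plus 3 SD, cut at about 15% in these data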;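 note: 0% = PAD4 with RCA probe and DMSO and 100% = probe without PAD4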
ZTA DNA inh: blocks Epstein-Barr virus ZTA, an EBNA-1 counter-screen. P03206. ZTA-DNA binding, fluorescence polarization. inhibition, % at 11 µM. 320,000 compounds, 0.15% hits. AID 2234; in the data active = inhibition above about 33%
Target sequence (P03206 whole entry, looked up): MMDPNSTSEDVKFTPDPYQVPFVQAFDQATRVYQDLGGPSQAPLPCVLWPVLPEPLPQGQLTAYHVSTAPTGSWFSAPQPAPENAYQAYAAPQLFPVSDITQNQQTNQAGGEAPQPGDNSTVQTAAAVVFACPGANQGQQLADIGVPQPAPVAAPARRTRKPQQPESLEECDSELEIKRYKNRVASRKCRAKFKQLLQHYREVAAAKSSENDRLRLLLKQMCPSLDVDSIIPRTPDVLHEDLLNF
LYPLA2 counter: LYPLA2 (human) inhibition in PME1 counter-screen. recombinant LYPLA2, FP-Rh probe fluorescence polarization. O95372. inhibition, % at 5.9 µM. 320,000 compounds, 0.38% hits;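 active = inhibition above the screen-wide mean plus 3 SD, limit set per campaign, cut at about 26% in these data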;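 note: 0% = LYPLA2 with DMSO and 100% = wells lacking LYPLA2 enzyme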
Target sequence (O95372 whole entry, looked up): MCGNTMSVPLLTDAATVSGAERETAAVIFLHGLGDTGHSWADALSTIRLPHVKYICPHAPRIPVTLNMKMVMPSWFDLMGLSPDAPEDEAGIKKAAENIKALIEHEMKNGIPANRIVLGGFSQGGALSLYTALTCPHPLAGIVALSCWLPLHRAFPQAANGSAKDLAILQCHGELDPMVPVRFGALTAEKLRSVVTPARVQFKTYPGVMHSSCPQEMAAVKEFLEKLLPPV
Active calls of the source: *; · = no result given. The list is partial; count on the stated rates, not on these rows.

smiles	LYPLA2 counter	GSTO1 inh	LYPLA1 inh	EBNA-1 inh	PAFAH2 inh	PAFAH1B3 FP inh	PREPL inh	PAD4 FP inh	ZTA DNA inh
CCCC(=O)NC1=C(C#N)C2(CCCC2)Cc2ccccc21	5	-4	1	5	0	-8	21	2	9
Cc1ccc([C@@H]2[C@@H]3C(=O)N(c4ccccc4)C(=O)[C@@H]3[C@]3(C)C(=O)N(Cc4ccccc4)CC(=O)N23)o1	0	0	-1	1	0	-6	7	-3	7
O=C(O)c1cc(S(=O)(=O)Nc2ccc3c(c2)OCCO3)c(Cl)cc1Cl	2	12	3	16	2	8	6	4	0
O=C(Nc1ccc(S(=O)(=O)Nc2ncccn2)cc1)C(F)(F)F	8	2	5	4	3	4	-3	-3	4
NCc1nc(-c2ccc(Cl)cc2)no1	0	-5	-1	-2	10	2	-3	-1	-7
CCc1ccc(C(=O)NN=C2CCCCCC2)s1	4	5	2	5	0	-4	12	-1	-5
C/C(N)=C(/C#N)C(=O)COC(=O)C(c1ccccc1)c1ccccc1	7	-4	-5	-8	3	5	22	6	-24
O=C(O)c1ccc(Nc2ncnc3scc(-c4ccccc4)c23)cc1	2	3	-1	8	-5	-1	-2	1	12
O=C(N/N=C\c1ccc(COc2ccc([N+](=O)[O-])cc2)o1)c1cccc(Cl)c1	-1	-2	-14	9	-4	10	-37	5	15
Cc1ccc(-c2nc3cccnc3s2)cc1NS(=O)(=O)c1ccc2c(c1)CCCC2	-38	-10	-25	3	-21	-19	-29	-3	7
Cc1cccc(OCc2nc(-c3ccccn3)n[nH]2)c1	-7	13	-2	-4	3	5	15	-2	7
FCCCOc1ccc(-c2ccnc(-c3ccccc3)n2)cc1	-12	-2	-3	4	0	-2	-6	4	14
CCCCN1C(=O)C(=O)N(CC(=O)Nc2ccccc2C(C)=O)C1=O	·	·	·	·	6	7	3	2	·
CCOC(=O)c1ccc(NC(=O)CSc2nnnn2C2CCCCC2)cc1	-5	-2	-4	13	-12	-2	1	2	-5
O=C(Oc1cccc(N2C(=O)CCC2=O)c1)c1ccccc1	0	2	1	5	-3	11	4	1	8
O=C(COc1ccc(S(=O)(=O)Nc2ccccc2)cc1)NCc1cccnc1	10	3	1	4	0	8	-4	2	-3
O=C(CNCC1CCCO1)NCc1ccco1 (stereo unspecified)	-11	-3	2	3	2	16	0	-5	6
Cn1c(=O)c(S(=O)(=O)C(C)(C)C)c(O)c2ccccc21	-7	-1	-3	-2	-10	-8	-1	0	6
COc1cc(S(=O)(=O)N2CCN(C)CC2)ccc1Cl	5	-2	1	9	-2	5	5	-1	-4
O=C(Nc1ccc(N2CCCC2)cc1)c1ccc(Br)cc1	-6	5	-5	-6	2	12	40	-1	-20
O=C(NCc1ccccc1Cl)C1CCCN(C(=O)Nc2ccc(F)cc2)C1 (stereo unspecified)	2	3	-1	4	5	-1	-6	0	-2
COC(=O)Nc1c(C)nn(Cc2ccccc2C)c1C	-2	3	0	-4	4	1	2	-4	18
Cc1ccc(CONC(=O)c2ccc(C)cc2)cc1	4	·	5	·	-2	3	16	-3	-18
CCC(C)c1ccc(OCC(=O)Nc2ccc3[nH]c(=O)[nH]c3c2)cc1 (stereo unspecified)	-11	-1	-5	7	-4	-2	-3	-4	-13
O=C(CCNC(=O)c1ccc([N+](=O)[O-])cc1)NNC(=O)c1ccncc1	1	2	-1	8	1	11	-1	-3	17

Quoted from the listing, 3 compounds:
smiles	LYPLA2 counter	GSTO1 inh	LYPLA1 inh	EBNA-1 inh	PAFAH2 inh	PAFAH1B3 FP inh	PREPL inh	PAD4 FP inh	ZTA DNA inh
Cc1ccc(CONC(=O)c2ccc(C)cc2)cc1	4	·	5	·	-2	3	16	-3	-18
CCC(C)c1ccc(OCC(=O)Nc2ccc3[nH]c(=O)[nH]c3c2)cc1 (stereo unspecified)	-11	-1	-5	7	-4	-2	-3	-4	-13
O=C(CCNC(=O)c1ccc([N+](=O)[O-])cc1)NNC(=O)c1ccncc1	1	2	-1	8	1	11	-1	-3	17

Structures above containing an NH in an aromatic ring (two):
smiles	LYPLA2 counter	GSTO1 inh	LYPLA1 inh	EBNA-1 inh	PAFAH2 inh	PAFAH1B3 FP inh	PREPL inh	PAD4 FP inh	ZTA DNA inh
Cc1cccc(OCc2nc(-c3ccccn3)n[nH]2)c1	-7	13	-2	-4	3	5	15	-2	7
CCC(C)c1ccc(OCC(=O)Nc2ccc3[nH]c(=O)[nH]c3c2)cc1 (stereo unspecified)	-11	-1	-5	7	-4	-2	-3	-4	-13

Other results follow:
smiles	LYPLA2 counter	GSTO1 inh	LYPLA1 inh	EBNA-1 inh	PAFAH2 inh	PAFAH1B3 FP inh	PREPL inh	PAD4 FP inh	ZTA DNA inh
O=C(/C=C/Nc1ccccc1)C(F)(F)F	-2	2	4	-12	5	-2	18	-5	-10
O=C(c1n[nH]c(=O)c2ccccc12)N1CCN(Cc2ccc3c(c2)OCO3)CC1	-3	-1	3	-6	3	11	-7	2	-9
CC1(C)CC(=O)c2c(oc3cc(O)c(O)cc23)C1	0	26	0	12	-3	4	7	0	9
Cc1ccccc1CN(c1ccc(C(=O)N2CCCC2)cc1)S(C)(=O)=O	-3	10	-4	0	4	1	13	-6	2
CC(CC(=O)N1CCN(c2ccccc2)CC1)S(=O)(=O)c1ccc2c(c1)NC(=O)CS2 (stereo unspecified)	4	0	3	-9	4	5	2	-1	2
O=S(=O)(Nc1ccccc1Cl)c1cc(NC(=S)NCCN2CCOCC2)ccc1Cl	3	10	0	-9	13	5	-4	-5	7
COc1ccc(N2C(=O)CC(SCc3ccc(Cl)cc3)C2=O)cc1 (stereo unspecified)	0	4	0	-15	7	7	-1	3	-25
NC(=O)c1nnn(-c2cccc(C(F)(F)F)c2)c1-c1ccccc1	0	2	-2	7	-1	9	-8	6	2
Cc1c(C)c2c(OCC(=O)N[C@@H](Cc3ccccc3)C(=O)O)cc3c(c2oc1=O)CCC(C)(C)O3	3	-18	0	-3	82*	14	-4	1	15
O=C(Oc1ccc(Cl)cc1)c1ccc2nccnc2c1	10	2	5	-1	-1	-1	12	2	3
O=C(Nc1ccc(N2CCCC2)cc1)c1ccc(Br)o1	-2	11	-7	7	-1	-1	33	-4	-31
CCC1=Nc2cc(C(=O)NCCCN3CCOCC3)ccc2Sc2ccccc21	2	7	-4	-14	9	8	-3	1	-11
CC(C)n1c2ccccc2c2nnc(SCC(=O)OCN3C(=O)c4ccccc4C3=O)nc21	-1	26	2	12	10	-2	4	-1	9
O=C(COC(=O)/C=C/c1cccc(C(F)(F)F)c1)NC1CCCCCC1	-5	·	-2	·	31*	3	6	-3	-7
CC1CCC(NC(=O)CCS(=O)(=O)c2ccc3c(c2)NC(=O)CO3)CC1 (stereo unspecified)	5	6	-8	2	27	1	6	5	19
CC(=O)Nc1nc(C)c(CCC2OCCO2)c(=O)[nH]1	1	8	5	-7	-7	6	4	0	-18
Cc1ccc(C)c(C(=O)CSc2nnc(C)s2)c1	7	5	4	-7	0	13	5	0	-17
COc1cc(CNS(=O)(=O)c2ccc3c(c2)CC(C)N3C(=O)C2CCC2)cc(OC)c1OC (stereo unspecified)	6	-1	4	-1	-2	5	8	2	-9
CCn1cc(/C=N\NC(=O)c2c[nH]c3ccccc23)c(C)n1	0	-1	3	6	-6	7	1	-1	9
CC(C)(C)OC(=O)N1CCCC1C(=O)NC(Cc1ccccc1)C(=O)O (stereo unspecified)	1	-3	5	-9	5	0	-8	0	-3
CCc1c(C(=O)Nc2ccccc2C(N)=O)csc1C	4	1	-5	3	2	7	5	3	-6
O=C(N/N=C\c1ccc(F)cc1)c1ccc(F)cc1	-1	5	0	3	-1	8	2	-3	8
COc1ccc2c(c1OC)C(=O)OC2	-3	5	-1	-3	0	-1	12	2	2
O=C(CSc1ccc(-c2ccco2)nn1)NCc1ccc(F)cc1	3	-3	2	3	10	0	1	-12	8
O=C(NCc1cccs1)C1CCN(S(=O)(=O)c2ccc(Br)s2)CC1	-2	-3	0	2	4	1	11	-1	8
OC(COc1cc(Cl)c(Cl)cc1Cl)CN1CCN(c2ncccn2)CC1 (stereo unspecified)	0	5	-2	-6	10	-1	0	-5	-6
Clc1ccc(-c2cc(-c3ccccn3)on2)c(Cl)c1	2	6	-4	7	11	4	-2	-3	-15
COc1cc(CN2CCCC(CCC(=O)NCc3ccc(C)o3)C2)cc2c1OCO2 (stereo unspecified)	6	0	2	8	4	3	9	-1	2
CCOC(=O)N1CCN(c2c(NCC3CCCO3)c(=O)c2=O)CC1 (stereo unspecified)	-1	13	-1	-8	2	-4	13	-2	-3
COc1ccc(CNC(=O)CC2C[C@H](C(=O)N3CCCCC3)[C@@]3(C)c4[nH]c5ccccc5c4CCN3C2=O)cc1OC (stereo partly specified)	·	·	·	·	7	8	7	-2	·
COc1ccc(COc2ccc3ccc(=O)oc3c2)cc1	6	-4	-2	9	0	8	8	-1	6
O=C(CC(c1ccccc1)c1cc(Br)ccc1O)NCCCN1CCOCC1 (stereo unspecified)	-4	0	-2	-4	-1	6	-5	-5	11
CC1C2CC(CC1(C)C)N(C(=O)Nc1ccc3nccnc3c1)C2 (stereo unspecified)	6	8	-1	12	8	-10	4	-3	3
Cc1ccc(CNC(=O)CCC(=O)c2cccs2)cc1	8	12	2	3	-2	-3	2	6	-6
COc1ccc(C(=O)NCc2ccc3c(c2)OCO3)cc1S(=O)(=O)N(C)Cc1ccccc1	-6	0	-6	-1	-4	-1	2	-2	-12
O=C(Nc1ccc(S(=O)(=O)NC2=NCCCCC2)cc1)c1ccc(Cl)c([N+](=O)[O-])c1	·	·	·	·	6	-2	9	-6	·
Cc1c(NC(=O)C2CCCCC2)cc(C(=O)N2CCOCC2)cc1[N+](=O)[O-]	-2	1	0	-7	-1	2	1	-4	-3
CC(/C=C1\N=C(SCc2ccccc2)SC1=O)=C\c1ccccc1	-6	4	-3	-1	26	2	-8	-2	-5

Entries listed so far with fluorine:
smiles	LYPLA2 counter	GSTO1 inh	LYPLA1 inh	EBNA-1 inh	PAFAH2 inh	PAFAH1B3 FP inh	PREPL inh	PAD4 FP inh	ZTA DNA inh
O=C(Nc1ccc(S(=O)(=O)Nc2ncccn2)cc1)C(F)(F)F	8	2	5	4	3	4	-3	-3	4
FCCCOc1ccc(-c2ccnc(-c3ccccc3)n2)cc1	-12	-2	-3	4	0	-2	-6	4	14
O=C(NCc1ccccc1Cl)C1CCCN(C(=O)Nc2ccc(F)cc2)C1 (stereo unspecified)	2	3	-1	4	5	-1	-6	0	-2
O=C(/C=C/Nc1ccccc1)C(F)(F)F	-2	2	4	-12	5	-2	18	-5	-10
NC(=O)c1nnn(-c2cccc(C(F)(F)F)c2)c1-c1ccccc1	0	2	-2	7	-1	9	-8	6	2
O=C(COC(=O)/C=C/c1cccc(C(F)(F)F)c1)NC1CCCCCC1	-5	·	-2	·	31*	3	6	-3	-7
O=C(N/N=C\c1ccc(F)cc1)c1ccc(F)cc1	-1	5	0	3	-1	8	2	-3	8
O=C(CSc1ccc(-c2ccco2)nn1)NCc1ccc(F)cc1	3	-3	2	3	10	0	1	-12	8

Screens from PubChem BioAssay.
